EPAC1 antagonist – EPAC1 (human) antagonism | EPAC1 GEF assay, Rap1b-BODIPY-GDP exchange fluorescence | Potency, µM (series often up to 115 µM), for the others: top-dose activity change, negative = inhibition, actives largely listed as inhibitors | hit rate 0.14% among 360,000 | AID 720709;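 note: plate controls were vehicle for no effect and positive control for full effect; nearly all actives have a fitted effect of over 50% in size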
EPAC1 agonist – EPAC1 (human) agonism; Potency, µM (top dose mostly 154 µM), without a hit: top-dose activation, most hits filed as activators; AID 720707; hit rate 0.073% among 360,000; O95398; EPAC1 agonist qHTS, biochemical assay; response scale: 100% = response to 6.5 mM cAMP; note: nearly all actives have a fitted effect of over 60% in size
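Nucleotide exchange by EPAC1 (100 nM) on Rap1B–BODIPY-GDP (250 nM) in the presence of 50 uM GDP is tracked fluorescently at 480/540 nm over 30 min. Signals are normalized to a 6.5 mM cAMP control.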
TDP43 rescue – TDP-43 toxicity inhibition in yeast. TDP-43 expressing yeast growth rescue, BacTiter-Glo, 24 h. Potency, µM (titrated, usually from 46.1 µM), without a hit: top-dose growth rescue (activation), hits mostly activators. hit rate 1.8% among 410,000. AID 652104; note: % of control where 0% means no effect; nearly all actives have a fitted effect of over 50% in size
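Galactose-induced TDP-43 yeast, OD600=0.02, compound pinned; 24 hr, 30 deg C; BacTiter-Glo luminescence for growth. Inhibitors of TDP-43 toxicity read as activators.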
EPAC2 antagonist – EPAC2 (human) antagonism; Q8WZA2; EPAC2 GEF exchange of Rap1B-BODIPY-GDP, fluorescence; Potency, µM (highest dose often 114 µM), inactives show at the top dose activity, negative = inhibition, most hits filed as inhibitors; hit rate 0.18% among 360,000; note: % is set by controls: 0 for no effect and ±100 for the full control effect; nearly all actives have a fitted effect of over 45% in size; many of its hits are not listed in these tables
PTHR1 ag – agonists of human PTHR1 parathyroid hormone receptor | HEK293 GP2 PTHR1 cells, GloSensor cAMP luminescence, 1 h | Potency, µM (series often up to 115 µM), for inactives: at the top dose activation, usual class: activators | AID 743266 | Q03431 | hit rate 0.075% among 410,000; note: nearly all actives have a fitted effect of over 55% in size; some results filed as inactive show a strong effect at the top dose; inactives centre near -15; many of its hits are not listed in these tables
Target sequence (Q03431 whole entry, looked up): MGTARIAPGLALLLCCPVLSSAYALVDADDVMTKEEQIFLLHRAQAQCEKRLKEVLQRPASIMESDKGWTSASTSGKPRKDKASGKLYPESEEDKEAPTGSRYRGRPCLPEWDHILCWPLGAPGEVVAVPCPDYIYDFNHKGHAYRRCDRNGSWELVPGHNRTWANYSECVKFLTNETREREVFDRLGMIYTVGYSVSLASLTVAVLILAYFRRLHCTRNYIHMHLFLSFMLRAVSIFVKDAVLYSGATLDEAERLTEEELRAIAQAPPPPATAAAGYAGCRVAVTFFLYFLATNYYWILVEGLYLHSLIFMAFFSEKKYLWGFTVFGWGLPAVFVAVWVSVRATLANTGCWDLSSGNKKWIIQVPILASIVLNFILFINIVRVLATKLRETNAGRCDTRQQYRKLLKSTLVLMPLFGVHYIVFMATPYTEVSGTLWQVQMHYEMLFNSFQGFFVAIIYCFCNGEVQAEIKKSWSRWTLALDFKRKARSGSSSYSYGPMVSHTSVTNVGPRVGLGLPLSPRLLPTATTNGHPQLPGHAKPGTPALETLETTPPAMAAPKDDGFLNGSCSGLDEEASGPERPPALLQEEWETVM
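HEK-293-derived GP2 cells expressing PTHR1 and a GloSensor cAMP reporter, 3,000/well, plated overnight, given luciferin plus IBMX (each 0.5 mM as added) for 1 h at 37 °C, then compound for 1 h at 37 °C. Luminescence was read after 15 min at room temperature.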
aSyn yeast inh – inhibitors of alpha-synuclein toxicity in yeast. Yeast expressing alpha-synuclein, growth rescue, BacTiter-Glo, 24 h. Potency, µM (doses to about 46.1 µM), inactives show at the top dose growth rescue (activation), usual class: activators. hit rate 0.14% among 370,000; note: % of control where 0% means no effect; nearly all actives have a fitted effect of over 65% in size
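Galactose-induced alpha-syn yeast (OD600=0.02, raffinose-pregrown) + pinned cpd, 24 hr, 30 deg C; growth by BacTiter-Glo luminescence. Growth restoration scores as activation.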
EPAC2 agonist – activates human EPAC2 exchange factor | Q8WZA2 | EPAC2 activation, biochemical qHTS; response scale: 100% = 6.5 mM cAMP response | Potency, µM (top dose mostly 154 µM), for inactives: at the top dose activation, hits mostly activators | hit rate 0.079% among 360,000 | AID 720711; note: nearly all actives have a fitted effect of over 50% in size
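Setup: EPAC2 100 nM, labeled Rap1B complex 250 nM, free GDP 50 uM. Compound titrations pinned in, brief spin, 5 min room temperature incubation. Kinetic fluorescence read over 30 min, normalized to 6.5 mM cAMP.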
FUS yeast rescue – rescues growth of FUS-expressing yeast | S. cerevisiae FUS-expressing, growth rescue, OD600, 24 h | AID 1347120 | Potency, µM (highest dose often 76.6 µM), inactives show at the top dose growth rescue (activation), most hits filed as activators | hit rate 0.24% among 390,000;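 note: plate controls were DMSO vehicle for no effect and reference control for full effect; nearly all actives have a fitted effect of over 55% in size; some results filed as inactive show a strong effect at the top dose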
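FUS-expressing yeast, raffinose-pregrown, induced in 2% galactose minimal medium at OD 0.005; compounds in a dilution series, 24hr at 30C. Growth restoration read as absorbance at 600 nm. CP55940 positive control, DMSO negative.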
An asterisk follows results filed as active; i = inactive; ? = inconclusive; · = no result given; & = joins results of further samples; [ ] = dose if it differs, or a comment. Calls come from the whole dose curve; as a rule, active = well fitted curve in the direction sought with a large enough effect; inconclusive = small, poorly fitted or top-dose-only effect, or another doubt; inactive = no such curve, though single readings can be large; an effect the other way counts as inactive or inconclusive. Potency is the fitted concentration of half-maximal effect.

structure	EPAC1 antagonist	EPAC1 agonist	TDP43 rescue	EPAC2 antagonist	PTHR1 ag	aSyn yeast inh	EPAC2 agonist	FUS yeast rescue
CCCn1c(CCC(=O)Nc2ccccc2Cc2ccccc2)nc2cc(S(=O)(=O)N3CCOCC3)ccc21	-5%	11%	17%	-5%	-10%	0%	19%	?
O=C1c2cccnc2C(Nc2ccc(S(=O)(=O)N3CCCCC3)cc2)N1Cc1ccccc1 (configuration not stated)	6%	9%	1%	-3%	-2%[57.5 µM]	2%	1%	10%
Cn1c(SCC(=O)Nc2ccc(NC(=O)c3ccccc3)cc2)nnc1-c1ccncc1	2%	10%	11%	-1%	-3%	0%	5%	4%
O=C(c1cc(C(=O)N2CCCC2)cc([N+](=O)[O-])c1)N1CCCC1	-2%	-12%	-1%	0%	-16%	-10%	5%	-13%
O=C(c1ccc(F)cc1)N1CCC(O)(c2cccnc2)CC1	12%	0%	11%	6%	i	6%	-5%	1%
Cc1csc(SCC(=O)NC(=O)NC2CCCC2)n1	1%	7%	-2%	-5%	i	14%	8%	3%
Cc1ccc(OCCSc2nc3ccccc3n2CCC(=O)O)c(C(C)C)c1	6%	-5%	-8%	-13%	-24%	-17%	9%	-40%
CCOC(=O)CSC1=C(C#N)C(c2ccc(Cl)cc2)C(C(=O)OC)C(=O)N1 (configuration not stated)	-11%	5%	-18%	-3%	22%[57.5 µM]	-30%	8%	23%
Cc1ccc(Cc2c(-c3ccc(C#N)cc3)nc3c4ccccc4ccn23)cc1	7%	-5%	-6%	12%	-19%	2%	5%	22%
CC1(C)CC[C@]2(C(=O)O)CC[C@]3(C)C(=CC[C@@H]4[C@@]5(C)CC[C@H](O[C@@H]6O[C@H](C(=O)O)[C@@H](O)[C@H](O[C@@H]7OC[C@H](O)[C@H](O)[C@H]7O)[C@H]6O)C(C)(C)[C@@H]5CC[C@]43C)[C@@H]2C1	50µM*	-25%	-92%[inhibitor]	6%	-7%	-66%[inhibitor]	-8%	27%
COc1ccccc1NC(=S)N(CCc1c(C)[nH]c2ccccc12)Cc1cccs1	-11%	6%	?	-4%	-6%	18%	15%	17%
COc1cccc(/C=C/C(=O)OCC(=O)NCc2ccc3c(c2)OCO3)c1	12%	-3%	-9%	-2%	i	-1%	-9%	·
CC(=O)N1CCC(C(=O)N2c3ccccc3N=C(c3ccc4c(c3)OCO4)C2C(=O)Nc2c(C)cccc2C)CC1 (configuration not stated)	-20%	4%	24%	3%	-23%	5%	1%	31%
COCCn1c(C)nnc1SCC(=O)NNC(=O)c1ccc(Cl)cc1	9%	0%	-11%	-2%	0%	5%	-4%	-6%
CC1=NN(S(=O)(=O)c2ccc(C)cc2)C(=O)c2ccccc2O1	-14%	-1%	23%	-7%	-8%	-1%	5%	-20%
COc1ccc(C(=O)O/N=C(\N)c2ccccn2)cc1[N+](=O)[O-]	-15%	-4%	?	-2%	-26%	-6%	2%	1%
O=C1C2C3C=CC(C3)C2C(=O)N1c1n[nH]c(CCc2ccccc2)n1 (configuration not stated)	1%	5%	-6%	-3%	-1%[57.5 µM]	-2%	2%	9%
O=C(O)C1CCCCC1C(=O)N1CCN(S(=O)(=O)c2ccc(F)cc2)CC1 (configuration not stated)	8%	5%	12%	6%	i	1%	1%	-4%
CN(C)CCNC(=O)c1ccc(-c2nn(C)c(=O)c3ccccc23)cc1	-8%	-1%	1%&-4%	-6%	28%&-16%	·	13%	8%&4%
Cc1cc2ncc(Cl)nc2cc1C	7%	4%	17%	4%	i	-9%	3%	-9%

3 structures out of the list, ordered by heavy-atom count, lowest first:
structure	EPAC1 antagonist	EPAC1 agonist	TDP43 rescue	EPAC2 antagonist	PTHR1 ag	aSyn yeast inh	EPAC2 agonist	FUS yeast rescue
O=C1C2C3C=CC(C3)C2C(=O)N1c1n[nH]c(CCc2ccccc2)n1 (configuration not stated)	1%	5%	-6%	-3%	-1%[57.5 µM]	-2%	2%	9%
COc1cccc(/C=C/C(=O)OCC(=O)NCc2ccc3c(c2)OCO3)c1	12%	-3%	-9%	-2%	i	-1%	-9%	·
Cn1c(SCC(=O)Nc2ccc(NC(=O)c3ccccc3)cc2)nnc1-c1ccncc1	2%	10%	11%	-1%	-3%	0%	5%	4%

Further structures follow:
structure	EPAC1 antagonist	EPAC1 agonist	TDP43 rescue	EPAC2 antagonist	PTHR1 ag	aSyn yeast inh	EPAC2 agonist	FUS yeast rescue
Cc1ccc(NCC(=O)Nc2ccc(F)c(Cl)c2)cc1S(=O)(=O)N1CCOCC1	-19%	6%	-1%	-2%	-37%[inhibitor]	-9%	19%	16%
CCCc1c(C(=O)Nc2ccc(F)cc2C)cnn1-c1ccccc1	-18%	2%	0%	-2%	i	-8%	-1%	20%
Cc1ccc(NC(=O)COC(=O)Cn2cnc3c2c(=O)n(C)c(=O)n3C)cc1F	-2%	25%	3%	-4%	i	-4%	-4%	17%
Cc1cccc2c(N=NC(=O)C(C)n3cnc4ccccc4c3=O)c(O)[nH]c12 (configuration not stated)	-10%	-2%	-11%	4%	-28%	3%	2%	22%
Nc1cccc2c1C(=O)N(C(=O)c1ccco1)C2=O	8%	9%	-17%	0%	-8%	-6%	8%	2%
COc1cc(NC(=O)Nc2cccc(Cl)c2)c(OC)cc1NC(=O)CN1CCCCC1	-24%	5%	2%	-14%	i	2%	?	-7%
Cc1nn(C)c(C(=O)NNC(=S)NC2CCCCC2)c1Br	2%	-1%	19%	-7%	i	9%	-9%	-23%
CC1(C)CC2(CCO1)OC(=O)CC2C(=O)Nc1ccc(Br)cc1 (configuration not stated)	-7%	0%	15%	3%	i	7%	-1%	0%
Cc1ccc(S(=O)(=O)CCC(=O)OCC(=O)c2c(N)n(CC(C)C)c(=O)n(C)c2=O)cc1	-2%	18%	-11%	-1%	-31%[inhibitor]	-1%	2%	30%
CCOC(=O)c1cnc2cc(-c3ccc(C)cc3)nn2c1C	1%	14%	9%	3%	-4%	-1%	8%	-49%
Cc1ccc(S(=O)(=O)NCC2CCC(C(=O)NCc3ccco3)CC2)cc1 (configuration not stated)	-19%	-6%	-3%	4%	-5%	-1%	-3%	·
Cc1cnc(C(=O)N2CCCC(C(=O)c3ccc(Cl)cc3C)C2)cn1 (configuration not stated)	13%	2%	-24%	0%	?	-2%	3%	14%
COc1ccccc1C(CNC(=S)NCc1ccccc1)N1CCCC1 (configuration not stated)	14%	3%	-11%	1%	-24%	-1%	12%	11%
COc1ccc(S(=O)(=O)NCc2ccc(C(=O)N3CCN(c4ccccn4)CC3)cc2)cc1	8%	8%	-4%	-2%	-29%	-8%	3%	25%
O=C(CC1CCCC1)Nc1ccc(Cl)c(S(=O)(=O)N2CCOCC2)c1	-27%	-2%	4%	-11%	-3%	-7%	5%	24%
COc1ccc(C(=O)N2CCCCCC2)cc1OC1CCN(C(C)=O)CC1	8%	-4%	10%	16%	i	0%	-2%	·
Cc1ccc(C(=O)NCC(=O)NCc2ccccc2F)s1	?	-7%	1%	1%	i	-1%	-3%	9%
CCOc1ccccc1NS(=O)(=O)c1ccc2oc(=O)ccc2c1	-14%	3%	16%	2%	i	7%	3%	-12%
Cc1cc(NC(=O)c2ccc(F)cc2)ccc1NC(=O)c1ccco1	-29%	1%	-6%	3%	i	-5%	4%	-7%
CC1(CCC(=O)N2CCCC(Nc3ccc(F)cc3)C2)CC1 (configuration not stated)	-20%	-6%	23%	1%	-26%	3%	7%	10%
O=C(NC1CCCCC1)C1CCC(=O)N(Cc2cccc(C(F)(F)F)c2)C1 (configuration not stated)	-7%	-9%	10%	11%	i	1%	-3%	·
COC(=O)CCCC1=CC2=CC(=O)C(C)(OC(=O)c3cccs3)C(=O)C2=CN1Cc1ccccc1 (configuration not stated)	-6%	-8%	-17%	3%	-10%	-5%	7%	28%
N#Cc1ccc(NC(=O)C2CC(c3ccc(F)cc3)=NO2)cc1 (configuration not stated)	14%	-11%	-29%	18%	?	-4%	-1%	-3%
CC1=C(C(=O)N2CCOCC2)CC(CC(=O)NC2CCCC2)C(=O)N1Cc1ccc(F)cc1 (configuration not stated)	-12%	-5%	10%	1%	-30%	-2%	-14%	6%
O=C(c1ccc(=O)oc1)N1CCOCC1	0%	-8%	-2%	?	?	-15%	2%	·
Cn1cccc1C(=O)C(=O)Nc1ccc(F)c(F)c1	1%	4%	?	3%	-31%[inhibitor]	3%	-3%	-6%
Cc1nn(C)c(C(=O)NNC(=S)NCC(C)C)c1Cl	3%	-1%	25%	9%	-18%	1%	-1%	·
COc1ccc(N(CCC(=O)O)S(=O)(=O)c2ccc(C)cc2C)cc1	-13%	12%	4%	5%	-24%	2%	1%	-1%

Among those listed so far, these contain a Cl atom:
structure	EPAC1 antagonist	EPAC1 agonist	TDP43 rescue	EPAC2 antagonist	PTHR1 ag	aSyn yeast inh	EPAC2 agonist	FUS yeast rescue
CCOC(=O)CSC1=C(C#N)C(c2ccc(Cl)cc2)C(C(=O)OC)C(=O)N1 (configuration not stated)	-11%	5%	-18%	-3%	22%[57.5 µM]	-30%	8%	23%
COCCn1c(C)nnc1SCC(=O)NNC(=O)c1ccc(Cl)cc1	9%	0%	-11%	-2%	0%	5%	-4%	-6%
Cc1cc2ncc(Cl)nc2cc1C	7%	4%	17%	4%	i	-9%	3%	-9%
Cc1ccc(NCC(=O)Nc2ccc(F)c(Cl)c2)cc1S(=O)(=O)N1CCOCC1	-19%	6%	-1%	-2%	-37%[inhibitor]	-9%	19%	16%
COc1cc(NC(=O)Nc2cccc(Cl)c2)c(OC)cc1NC(=O)CN1CCCCC1	-24%	5%	2%	-14%	i	2%	?	-7%
Cc1cnc(C(=O)N2CCCC(C(=O)c3ccc(Cl)cc3C)C2)cn1 (configuration not stated)	13%	2%	-24%	0%	?	-2%	3%	14%
O=C(CC1CCCC1)Nc1ccc(Cl)c(S(=O)(=O)N2CCOCC2)c1	-27%	-2%	4%	-11%	-3%	-7%	5%	24%
Cc1nn(C)c(C(=O)NNC(=S)NCC(C)C)c1Cl	3%	-1%	25%	9%	-18%	1%	-1%	·

High-throughput results (PubChem)

Only part of the results is shown. The share of hits here may be higher or lower than overall.
